Dengue-2 NS5 capping: flavivirus cap methylation enzyme inhibition – biochemical, confirmation dose response, primary screen (AID 588689) | inhibition, % at 25 µM; hits with a dose series show IC50 in µM | 0.3% of 340,000 active | Dengue-2 NS5 methyltransferase capping enzyme assay, biochemical; higher % means a stronger effect; in the data active means a potency from the dose series; inconclusive means inhibition above about 29% without an active follow-up result
CSM14.1 death rescue: protection against thapsigargin-triggered cell killing – 384-well, CSM14.1, ATP luminescence, primary screen (AID 1222) | CSM14.1 thapsigargin-induced death rescue, ATP luminescence; higher % means a stronger effect | cellular ATP content (survival), % at 20 µM, or EC50 in µM where a hit was titrated | 190,000 tested, under 10 active;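 active means EC50 below 50 µM in the dose-response confirmation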;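 further: death triggered by thapsigargin at about 15 µM added after 2 h compound pretreatment; cell ATP read after overnight thapsigargin exposure of roughly 18 to 22 hours; normalized against plate controls of thapsigargin alone and 5% DMSO vehicle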
RSV CPE inhibition: inhibition of RSV-induced cytopathic effect – HEp-2 cells, primary 10 µM value included (AID 2391) | HEp-2 cells, RSV-induced CPE inhibition; higher % means a stronger effect | CPE inhibition, % at 10 µM, or IC50 in µM where a hit was titrated | 0.13% of 310,000 active; in the data active means a potency from the dose series; inconclusive means CPE inhibition mostly from about 23% at the one dose, without a potency; inactive means the rest, 99 in 100 with CPE inhibition below about 21%; further: strong numbers were not always called active
MgcRacGAP inhibition: MgcRacGAP GTPase-activating activity inhibitors, confirmation, biochemical, ADP Hunter fluorescence. inhibition, % at 30 µM, or IC50 in µM where a hit was titrated. MgcRacGAP-stimulated Rac1 GTP hydrolysis, ADP Hunter fluorescence; higher % means a stronger effect; GST-tagged Rac1 F28L mutant substrate. 0.6% of 340,000 active;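 active means first-screen hits whose inhibition reached a set limit at any dose in the follow-up dose series; inconclusive means inhibition above the set first-screen limit but never retested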;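 further: fluorescence reports GDP produced by GAP-driven GTP hydrolysis; strong numbers were not always called active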
LYP phosphatase: inhibitors of LYP phosphatase, biochemical, fluorescence intensity, uHTS (AID 1779) | recombinant LYP phosphatase, fluorescence intensity; higher % means a stronger effect | one-dose inhibition, % at 11.5 µM; IC50 in µM for titrated hits | 0.054% of 290,000 active; in the data active means inhibition above about 50%;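 further: plate controls were vehicle with enzyme for no effect and no enzyme for full effect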
SV40 large T antigen: TAg ATPase/helicase activity blockers – biochemical (AID 1903). 0.39% of 310,000 active. inhibition, % at 20 µM; hits with a dose series show IC50 in µM. SV40 large T antigen ATPase/helicase inhibition assay; higher % means a stronger effect; in the data active means a potency from the dose series; inconclusive means inhibition mostly from about 32% at the one dose, without a potency; inactive means the rest, 99 in 100 with inhibition below about 32%; further: strong numbers were not always called active
PhoP inhibition: PhoP-dependent GFP reporter repression – Salmonella Typhimurium, primary screen (AID 1863). S. Typhimurium PhoP-regulated promoter GFP reporter, 4 h; higher % means a stronger effect. inhibition, % at 50 µM, or IC50 in µM where a hit was titrated. 0.16% of 300,000 active;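 active means inhibition over 29.93%, a cutoff 3 SD above the screen mean, later confirmed by dose response; inconclusive means inhibition over 29.93% but no dose response follow-up; inactive means inhibition at most 29.93% or unconfirmed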;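 further: 0% = low Mg2+ inducing control and 100% = high Mg2+ repressing control; strong numbers were not always called active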
GPR35 arrestin U2OS: GPR35 antagonists blocking zaprinast-driven arrestin recruitment, primary screen, imaging, U2OS, beta-arrestin-GFP, zaprinast agonist (AID 2058); U2OS GPR35 beta-arrestin-GFP translocation imaging, zaprinast antagonism; higher % means a stronger effect; inhibition, % at 10 µM; hits with a dose series show IC50 in µM; 0.052% of 290,000 active;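 active means inhibition of at least 50% with at least 30 cells and total cytoplasm GFP at most 10,000,000; inconclusive means under 30 cells or total GFP of 10,000,000 plus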
West Nile virus CPE: inhibition of WNV-induced cytopathic effect – cell-based, CPE readout (AID 1621); 0.02% of 290,000 active; one-dose CPE inhibition, % at 10 µM; IC50 in µM for titrated hits; West Nile virus-infected cells, CPE inhibition; higher % means a stronger effect; in the data active means a potency from the dose series; inconclusive means CPE inhibition mostly from about 3.7% at the one dose, without a potency; inactive means the rest, 99 in 100 with CPE inhibition below about 2.2%; further: strong numbers were not always called active
Dengue-2 NS5 capping pilot replicate: second read-out of Dengue-2 NS5 capping, no call of its own (marks repeat the call); inhibition, %; measured here: pilot screen replicate inhibition
* hit, by the source's call; u = inconclusive; x = not tested or not shown; & = joins results of further samples.

SMILES	Dengue-2 NS5 capping	CSM14.1 death rescue	RSV CPE inhibition	MgcRacGAP inhibition	LYP phosphatase	SV40 large T antigen	PhoP inhibition	GPR35 arrestin U2OS	West Nile virus CPE	others
CN1CCN(C(=S)NC(=O)c2ccc(Br)cc2)CC1	x	x	1.0%	x	-6%	9%	-1%	6%	0.4%
CCOc1cc(CNCCSc2nnnn2C)cc(Br)c1OCc1ccc(F)cc1	1%	-3.1%	9.5%	-14%	-2%	12%	4%	-3%	u
O=C(NCc1ccc(F)cc1)C1CCCN(c2nc3ccsc3c(=O)s2)C1 (centres undefined)	-1%	x	-0.7%	12%	2%	11%	1%	-4%	-1.1%
COC(=O)c1ccc(C2NC(=O)CCC2[N+](=O)[O-])cc1 (centres undefined)	-4%	x	0.6%	0%	-2%	7%	-2%	-9%	0.2%
O=C(O)CN1CCN(c2ncc(C(F)(F)F)cc2Cl)CC1	-3%	0.4%	0.8%	3%	-7%	-5%	-4%	2%	0.1%
CCOC(=O)Nc1ccc2ncn(C)c(=O)c2c1	-2%	0.1%	0.0%	1%	-7%	1%	3%	15%	-0.1%
O=C(NC(=S)Nn1cnc2c(cnn2-c2ccccc2)c1=O)c1ccc(Oc2ccccc2)cc1	-1%	-0.7%	1.5%	11%	-1%	-6%	-9%	2%	-0.1%
Cc1nnc(SCC(=O)c2cc(C)n(-c3ccc4c(c3)OCO4)c2C)s1	0%	3.0%	3.0%	9%	-2%	21%	26%	9%	-0.4%
COc1ccc(Cn2nnc3c(=O)[nH]c(C(=O)NCCc4ccc(F)cc4)nc32)cc1OC	2%	-1.5%	1.2%	2%	2%	5%	-10%	3%	-0.8%
Cc1cccc(C(=O)NC(=S)NNC(=O)Cc2ccccc2)c1	7%	-1.3%	-0.4%	8%	-8%	30%	-12%	5%	0.1%
CC12CCC(=O)N1C(C(=O)OCC(=O)Nc1cccc(S(=O)(=O)N3CCCCCC3)c1)CS2 (centres undefined)	-1%	0.3%	0.2%	11%	-2%	7%	2%	3%	0.4%
CC1=Nc2ccccc2/C1=C/c1nc(-c2ccc(C)s2)oc1O	-91%	-1.8%	1.4%	4%	2%	1%	-4%	9%	-0.1%
O=C1/C(=C/c2ccc(C(=O)O)cc2)CCC/C1=C\c1ccc(C(=O)O)cc1	>100µM*	-2.0%	1.3%	13%	-6%	0%	7%	0%	0.3%
O=C(CN1C(=O)NC2(CCc3ccccc32)C1=O)c1ccc(Br)cc1 (centres undefined)	-4%	x	0.6%	-3%	x	14%	7%	x	x
O=C(NCCN1CCOCC1)c1ccc([N+](=O)[O-])cc1[N+](=O)[O-]	-5%	-0.7%	0.3%	1%	6%	0%	-6%	-11%	0.0%
COc1ccc(CNc2ccc(-c3ccccc3OC)nn2)cc1	-3%	-2.2%	11%	7%	-4%	0%	6%	-10%	-1.1%
COc1ccc(-c2cc3ccc(OCC(=O)NCC4CCC(C(=O)O)CC4)cc3oc2=O)cc1 (centres undefined)	1%	x	0.5%	4%	-27%	21%	7%	4%	0.5%
Cc1cc(Cl)nc(-c2ccccc2O)n1	1%	x	0.3%	-1%	-1%	10%	1%	4%	-0.3%
Cc1c(-c2cccs2)[n+](=O)c2c(n1[O-])CCCCC2	-8%	-0.5%	1.0%	9%	-3%	22%	-1%	-3%	-0.6%
O=C(CN(C(=O)c1csnn1)c1ccc(F)c(Cl)c1)NCc1ccc2c(c1)OCO2	2%	x	0.2%	3%	-6%	14%	3%	2%	-1.2%
C=CCNC(=O)c1ccc(NC(=O)CC2SC(N3CCCC3)=NC2=O)cc1 (centres undefined)	4%	x	0.7%	11%	x	16%	-3%	x	x
COc1ccc(CNS(=O)(=O)c2ccc(Br)s2)cc1	-7%	x	1.0%	6%	-4%	22%	1%	10%	-0.8%
CCCNC(=O)N[C@@H](Cc1ccccc1)C(=O)OC	-5%	2.8%	0.3%	0%	-12%	-2%	0%	1%	0.8%
COCCSc1nnc(NC(=O)C2CC(=O)N(c3ccc(OC)cc3)C2)s1 (centres undefined)	-4%	-0.5%	0.8%	3%	-1%	20%	3%	-2%	x
CCOC(=O)N1CCN(C(=O)CN(Cc2ccccc2)S(=O)(=O)c2ccc(OC)c(C)c2)CC1	-7%	x	-0.5%	5%	7%	0%	3%	-9%	-0.5%
CCN(CC)S(=O)(=O)c1cccc(C(=O)N/N=C(\C)c2cccs2)c1	-2%	-1.8%	0.8%	8%	0%	13%	6%	-12%	-0.7%
COc1ccc(N2CCN(C(=O)CNC(=O)c3ccc(C(C)(C)C)cc3)CC2)cc1	-7%	-0.9%	22%	-9%	0%	13%	7%	2%	-0.3%
CCOC(=O)c1ccc(N2CCOCC2)c(NC(=O)c2nccnc2C(=O)O)c1	-1%	x	0.7%	4%	-6%	5%	-5%	-1%	0.9%
Cc1cc(C)nc(N/N=C/c2ccccc2)n1	-3%	2.7%	0.2%	9%	2%	2%	2%	-20%	-0.3%
O=C(c1ccc(Cl)cc1)[C@@H]1[C@@H]2C(=O)N(c3cccc4ccccc34)C(=O)[C@@H]2C2c3ccccc3C=NN21 (some centres undefined)	-3%	0.2%	7.2%	3%	4%	1%	24%	12%	-0.8%
O=C(CCN1C(=O)C2C3C=CC(C3)C2C1=O)NCc1cccnc1 (centres undefined)	1%	-2.2%	-0.4%	4%	-1%	5%	0%	-15%	0.2%
Cc1cc(S(=O)(=O)Cc2noc(-c3c(C)noc3C)n2)c(C)cc1Cl	5%	x	5.7%	-5%	-4%	2%	-12%	2%	-0.8%
C=CCC(NCc1ccccc1)c1ccco1 (centres undefined)	1%	1.8%	1.0%	5%	-11%	6%	-2%	1%	0.1%
CCOC(=O)c1cc2c(ccn2-c2ccc(F)cc2)n1CC(=O)N1CCN(C(=O)c2ccco2)CC1	-6%	-0.2%	1.6%	4%	4%	-4%	-12%	36%	-0.2%
COc1ccc(N2CC(C(=O)Nc3ccc(S(=O)(=O)Nc4nc(C)cc(C)n4)cc3)CC2=O)cc1 (centres undefined)	-6%	-2.2%	2.8%	2%	-8%	12%	-11%	-2%	0.2%
Clc1cccc(CNCCNCc2cccc(Cl)c2)c1	4%	-1.4%	0.9%	0%	-8%	7%	-4%	-7%	-0.1%
CN(C)c1nc(SCCOC(=O)Nc2ccccc2)nc(N(C)C)n1	3%	-0.2%	8.4%	2%	-2%	-1%	8%	-5%	-0.4%
O=C(O)CC(C(=O)NC1CCCCC1)C1CCCO1 (centres undefined)	5%	2.6%	1.3%	5%	-6%	3%	-9%	7%	-0.7%	Dengue-2 NS5 capping pilot replicate=2.3
CCc1ccc(OCC(O)CN2CCCC2)cc1 (centres undefined)	0%	x	-0.3%	5%	-13%	5%	3%	0%	-0.9%	Dengue-2 NS5 capping pilot replicate=-2.1
COc1ccc(OC)c(-n2nnnc2SCC(=O)N2CCN(C(=O)c3ccco3)CC2)c1	5%	3.7%	0.9%	1%	-4%	x	x	8%	-0.8%
CCOC(=O)c1ccc(Cn2cnc3ccccc3c2=O)cc1	-6%	-2.5%	1.1%	10%	-10%	5%	3%	-10%	0.6%
CN(C(=O)COC(=O)c1nc(Cl)ccc1Cl)C1CCS(=O)(=O)C1 (centres undefined)	-5%	x	2.1%	6%	-2%	10%	-3%	12%	0.3%
COc1cccc(Nc2cc(C)nc3ccccc23)c1	-1%	-2.0%	8.4%	8%	-2%	16%	27%	-7%	-1.2%
O=C(c1ccccc1)c1cccn1CC(=O)N1CCc2ccccc2C1	-12%	-1.6%	0.1%	3%	0%	-1%	-3%	-3%	-1.1%
CC(NC(=O)CNC(=O)Cc1cccc2ccccc12)c1ccc(S(N)(=O)=O)cc1 (centres undefined)	0%	x	0.9%	7%	-3%	21%	0%	10%	-0.1%
Cc1ccc(C2CC(c3cccs3)=NN2C(=O)c2ccc(Br)o2)cc1 (centres undefined)	-8%	-1.6%	u	2%	6%	9%	3%	12%	-0.3%
COc1cccc(CN2CCC(Oc3ccc(C(=O)NCc4ccccn4)cc3)CC2)c1O	-7%	x	x	12%	-6%	x	x	-7%	1.3%
COc1ccc(S(=O)(=O)Cc2ccccc2)cc1N	-2%	-0.4%	-0.5%	-5%	-11%	8%	6%	-1%	0.1%	Dengue-2 NS5 capping pilot replicate=0.3

Among those listed so far, 2 have a nitro group on carbon.
SMILES	Dengue-2 NS5 capping	CSM14.1 death rescue	RSV CPE inhibition	MgcRacGAP inhibition	LYP phosphatase	SV40 large T antigen	PhoP inhibition	GPR35 arrestin U2OS	West Nile virus CPE	others
COC(=O)c1ccc(C2NC(=O)CCC2[N+](=O)[O-])cc1 (centres undefined)	-4%	x	0.6%	0%	-2%	7%	-2%	-9%	0.2%
O=C(NCCN1CCOCC1)c1ccc([N+](=O)[O-])cc1[N+](=O)[O-]	-5%	-0.7%	0.3%	1%	6%	0%	-6%	-11%	0.0%

New compounds follow
SMILES	Dengue-2 NS5 capping	CSM14.1 death rescue	RSV CPE inhibition	MgcRacGAP inhibition	LYP phosphatase	SV40 large T antigen	PhoP inhibition	GPR35 arrestin U2OS	West Nile virus CPE	others
COc1ccccc1C(CNC(=O)C(CCSC)NS(=O)(=O)c1ccccc1F)N1CCCC1 (centres undefined)	-1%	x	-1.4%	7%	x	3%	5%	x	x
O=C(O)C1=C[C@H](c2ccc(Br)cc2)C[C@H](OCc2ccc(CO)cc2)O1	-4%	-1.3%	-0.2%	5%	-7%	15%	5%	6%	-0.6%
O=C(CCCCCN1C(=O)[C@@H]2Cc3ccccc3CN2C1=O)Nc1cccc(F)c1	-2%	x	3.5%	6%	-8%	11%	-6%	1%	-0.4%
COc1ccc(S(=O)(=O)N2CCOC23CCN(C(=O)c2ccccc2Br)CC3)cc1	-11%	x	1.8%	15%	-11%	6%	-5%	-9%	-0.1%
O=C(OCC(=O)N1CCCc2ccccc21)c1cccc(S(=O)(=O)N2CCOCC2)c1	4%	x	-0.8%	11%	x	16%	2%	x	x
O=C(c1ccccc1)c1ccccc1C(=O)c1ccccc1	1%	x	8.9%	8%	0%&0%	7%&4%	-7%&-7%	-2%&-6%	-0.8%&-0.5%
COc1ccc(S(=O)(=O)NCc2cccnc2)cc1C(=O)NC1CCCCC1	1%	x	0.4%	6%	-10%	8%	1%	-10%	-0.3%
Cc1ccc(SCC(=O)NNC(=O)c2ccc(S(C)(=O)=O)cc2)cc1	-2%	x	0.4%	3%	-7%	4%	3%	-4%	-1.0%
O=C(Nc1cccc2nsnc12)c1ccc2c(c1)OCCO2	3%	-1.6%	2.1%	3%	-2%	5%	9%	-1%	0.4%

Bioassay records (PubChem BioAssay)

Hits appear at their usual frequency. About 1.5% of those tested had a hit in this group.
